# FN deposit inh – fibronectin deposition inhibition | AH1F fibroblasts, Alexa488-fibronectin deposition fluorescence, overnight | inhibition, % at 12.6 µM | 350,000 compounds, 0.086% hits;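 active = mean inhibition across replicates of 30% or more, regardless of how many single replicates reach that level; inconclusive = mean under 30% yet at least half of replicates reach 30%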;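 note: positive control wells lacked labelled fibronectin entirely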
#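 Assay system: AH1F fibroblast monolayer, labelled fibronectin deposition. Amount: 10000 cells per well. Also added: labelled fibronectin 24 nM. Compound: single-point pinned compound. Incubation: cell attachment 1 h, compound and FN exposure overnight. Detection: fluorescence after three HBSS washes, excitation 485 nm, emission 525 nm. Read-out: inhibition of fibronectin deposition signal.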
# PAX8 reporter – inhibitors of PAX8 transcriptional activity in RMG-I cells | AID 652154 | 360,000 compounds, 1.2% hits | RMG-I TPO-luciferase reporter, SteadyGlo, 24 h | inhibition, % at 12.6 µM;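 active = mean replicate inhibition at least 60% with every replicate also reaching 60%; inconclusive = only one of the two criteria is met; inactive = mean below 60% and not all replicates reaching 60%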;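 note: luciferase light reporting Pax8 driven TPO promoter activity; plate controls were median of neutral control wells for no effect and mitoxantrone controls for full effect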
# LGR2 inh – Drosophila LGR2 receptor signaling inhibition; HEK293 LGR2, CRE-luciferase, bursicon-stimulated, 4 h; inhibition, % at 9.99 µM; 380,000 compounds, 0.35% hits; AID 720647;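 active = drop in luminescence signal, shown as inhibition above about 50% in the replicate tests, limit read from the data, passing the limit was not always enough; inconclusive = probably only some replicates passing the limit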;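 note: agonist challenge used bursicon conditioned medium at about half maximal strength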
# An asterisk follows results filed as active; ? = inconclusive. These rows are one share of the data; rates above refer to the full screens.
# The first 4 compounds, ahead of the listing:
canonical_smiles | LGR2 inh | PAX8 reporter | FN deposit inh
C/C(=N\NC(=O)c1c(Br)c(C)nn1C)c1cccc(NC(=O)c2ccccc2F)c1 | -0.6 | -13.0 | -0.8
CC1=CC(=O)C=C(C)C1=NOc1ccccc1[N+](=O)[O-] | -1.7 | -4.2 | 5.2
COCCNC(=S)NC(=O)CC12CC3CC(CC(C3)C1)C2 | -20.1 | 14.2 | -0.4
Cc1cc(/C=N/n2cnnc2)c(C)n1-c1ccc(Cl)cc1 | -6.7 | 20.0 | -2.0

# The listing, from the first entry:
canonical_smiles | LGR2 inh | PAX8 reporter | FN deposit inh
C/C(=N\NC(=O)c1c(Br)c(C)nn1C)c1cccc(NC(=O)c2ccccc2F)c1 | -0.6 | -13.0 | -0.8
CC1=CC(=O)C=C(C)C1=NOc1ccccc1[N+](=O)[O-] | -1.7 | -4.2 | 5.2
COCCNC(=S)NC(=O)CC12CC3CC(CC(C3)C1)C2 | -20.1 | 14.2 | -0.4
Cc1cc(/C=N/n2cnnc2)c(C)n1-c1ccc(Cl)cc1 | -6.7 | 20.0 | -2.0
COc1cc(/C=N/NC(=S)NCc2ccco2)cc(OC)c1OC | -17.9 | -10.7 | -11.7
Cc1c(NC(=S)NC(=O)c2ccco2)cccc1-c1nc2ncccc2o1 | -9.6 | 18.1 | -0.7
CCSc1nnc(NC(=O)C2CCCCC2C(=O)O)s1 (stereo not drawn) | 4.9 | -24.1 | 2.2
O=C(COc1ccccc1-c1ccccc1)NCCN1C(=O)S/C(=C\c2cccnc2)C1=O | -10.5 | 11.1 | 7.2
COc1ccc2oc(=O)c(-c3csc(Nc4ccc(O)cc4)n3)cc2c1 | -36.0 | 25.6 | -2.5
O=C(COC(=O)CNC(=O)c1cccc([N+](=O)[O-])c1)Nc1cccc(S(=O)(=O)N2CCCCC2)c1 | -8.4 | -23.4 | 0.6
O=C(Nc1ccc(F)cc1)Nc1cc(OCC(F)(F)F)cc(OCC(F)(F)F)c1 | 34.2 | 82.8* | -1.5
COc1ccc(-c2cc(C(=O)N3CCN(c4ncccn4)CC3)c3ccccc3n2)c(OC)c1 | -13.2 | 43.9 | 6.9
O=C1C2C3c4ccccc4C(Br)(c4ccccc43)C2C(=O)N1c1ccccc1O (stereo not drawn) | -18.8 | 4.5 | 2.2
CC/C(O)=C1\C(=O)CC(C)(C)CC1=Nc1ccccc1C | 3.3 | 2.9 | 3.3
N#Cc1ccc(C(=O)Nc2cccc3ncccc23)c(F)c1 | 4.6 | -24.2 | 0.6
CN(C)CCCN(C(=O)CCc1ccccc1)c1nc2ccc(Cl)cc2s1 | 7.0 | 21.7 | 2.0
COc1cc(C(=O)Nc2ccccc2C2COC(=O)C2=N)cc(OC)c1OC (stereo not drawn) | 6.3 | -2.7 | -3.6
CCOC(=O)C(=O)Nc1ccc([N+](=O)[O-])cc1OC | -6.0 | 9.3 | -3.3
COc1ccccc1OCc1nc(-c2ccc([N+](=O)[O-])cc2)no1 | -11.7 | -23.0 | 2.0
CC(C)CCNc1nc(N)c([N+](=O)[O-])c(NCC2CCCO2)n1 (stereo not drawn) | 5.3 | 27.1 | 12.7
CCCN(CCC)C(=O)C[n+]1cccc(/C=N/O)c1 | -14.2 | -12.3 | 0.7
O=[N+]([O-])c1cc(S(=O)(=O)N2CCCC2)ccc1NCCc1ccccc1 | 4.9 | -16.3 | 1.4
COc1ccccc1NC(=S)N1CCc2cc(OC)c(OC)cc2C1 | 0.8 | 16.1 | 4.4
N/C(=N\OC(=O)COc1ccc(Br)cc1Cl)c1ccccn1 | ? | -87.8 | 2.4
Cc1ccc(O)c(C=Nc2ccc3[nH]ncc3c2)c1 | 5.0 | 3.4 | -1.6
Cc1cc(C)nc(NC(=O)/C=C/c2ccccc2Cl)c1 | 15.0 | -138.6 | -7.8
COc1ccc(-c2noc(CCC(=O)O)n2)cc1 | 15.4 | 0.5 | -3.7
Cc1ccc(C(=O)/C=C/c2cn(CC(O)CN3CCOCC3)c3ccccc23)cc1 (stereo not drawn) | 2.2 | -14.1 | 6.3
COc1ccccc1NCCC(=O)OCC(=O)NC1CCCCC1 | 18.8 | 16.6 | -8.3
COc1ccc(/C=C/C(=O)N2CCC(c3ccccc3)C2)cc1 (stereo not drawn) | -29.6 | -13.6 | 4.9

# The results go on:
canonical_smiles | LGR2 inh | PAX8 reporter | FN deposit inh
CC1(C)CCCC(C)(C)N1CC(O)COCCOc1ccc(Br)cc1 (stereo not drawn) | 31.8 | 4.0 | 0.1
COc1cc(Br)c(CCNC(=O)Cc2ccccc2)cc1OC | 2.4 | 9.6 | -11.0
N#Cc1ccc(/C=N/NC(=O)CCc2ccc(S(=O)(=O)N3CCOCC3)cc2)cc1 | -11.4 | -2.1 | -0.5
Cc1ccc(CNC(=S)Nc2ccc(C)c([N+](=O)[O-])c2)cc1 | -4.1 | -6.4 | -1.7
O=C(c1ccc(Cl)cc1[N+](=O)[O-])N1CCN(c2ccccn2)CC1 | 3.0 | 26.3 | 5.9
COc1ccc2c(C)cc(SCC(=O)NCCN3C(=O)CSC3=O)nc2c1 | -19.2 | 0.0 | -2.2
COc1ccc(-c2nn(-c3ccccc3)cc2/C=N/NC(N)=S)cc1OC | -21.0 | -1.2 | 18.6
Cc1ccc(C)c(NC(=S)N(C)CCc2ccccn2)c1 | 20.4 | -21.4 | -7.2
COc1cccc(/C=N/NC(=O)C(=O)Nc2ccccc2OC(F)(F)C(F)F)c1 | -7.4 | 16.2 | 3.0
Cc1cccc(-c2noc(CNC(=O)Nc3ccc(F)cc3)n2)c1 | -2.6 | 11.6 | 1.5
Cc1[nH]c2ccccc2c1C(=O)COc1ccccc1 | -3.7 | -15.5 | 4.7
COc1ccc(-n2c(C)cc(C(=O)Cn3nc(C(=O)O)c4ccccc4c3=O)c2C)cc1 | -9.8 | -12.9 | -4.9
COc1cccc(/C=N/NC(=O)CCc2n[nH]c(=O)[nH]c2=O)c1O | 14.3 | 15.8 | -0.2
C/C(CC(=O)NC(C)(C)C)=N\NC(=O)c1ccco1 | 5.0 | -2.7 | -6.8
COCCOC(=O)N/C=C\c1nc2ccccc2c(=O)[nH]1 | 7.5 | 18.5 | -1.5
Cc1sc2nc(COC(=O)CNC(=O)c3ccc(C(C)(C)C)cc3)[nH]c(=O)c2c1C | 42.4 | -3.5 | -25.5
COc1cccc(NC(=S)NCc2cccs2)c1 | -15.3 | -26.2 | 8.4
Cc1ccc(C)c(OCc2ccc(C(=O)N3N=C(C(F)F)CC3(O)C(F)F)o2)c1 (stereo not drawn) | 22.7 | 8.2 | -2.3
O=S(=O)(c1ccc(-c2csc(Nc3ccc(Br)cc3)n2)cc1)N1CCCC1 | 2.1 | 23.9 | -4.7
CC(C)n1nc(C(=O)OCn2nnc3ccccc3c2=O)c2ccccc2c1=O | -1.8 | -7.8 | -5.3
Cc1ccc(-c2csc(NC(=O)CSc3nnc4c(n3)[nH]c3ccccc34)n2)cc1 | -4.0 | -18.5 | 1.3
Cc1cc(C)c2[nH]c(=O)c(CN(Cc3ccco3)C(=S)NCC3CCCO3)cc2c1 (stereo not drawn) | -4.6 | 11.7 | -3.1
CC(C)CCn1c(=O)c(C(=O)N/N=C/c2cccc(F)c2)c(O)c2ccccc21 | 10.9 | 2.5 | 5.4
Cc1nc2ccccc2nc1SCC(=O)c1ccccc1 | -15.2 | -6.2 | 3.5
Cc1ccc(NC(=O)c2ccc(OCC3CCCO3)cc2)c(C)c1 (stereo not drawn) | 2.8 | 8.3 | 4.9
C/C(=C\c1ccccc1)C(=O)NCCN1CCOCC1 | 3.8 | -35.0 | 5.1
COC(=O)Cn1c(=NC(=O)c2cccc(OC)c2)sc2cc(OC)ccc21 | -3.5 | -34.6 | -1.9
Cc1ccc(Cn2nc(C)c(NC(=O)CCCn3nc(C)c([N+](=O)[O-])c3C)c2C)cc1 | 5.6 | 5.5 | 2.9
Cn1c(CCCOc2ccc(Cl)cc2Cl)nnc1SCC(=O)Nc1cccc(F)c1 | -40.0 | -2.7 | -2.7
O=C(Nc1cc2c(cc1Br)OCCCO2)c1ccccc1 | -48.7 | -171.7 | -2.0

# Three compounds from above with just LGR2 inh and PAX8 reporter:
Molecule | LGR2 inh | PAX8 reporter
Cc1nc2ccccc2nc1SCC(=O)c1ccccc1 | -15.2 | -6.2
Cc1ccc(NC(=O)c2ccc(OCC3CCCO3)cc2)c(C)c1 (stereo not drawn) | 2.8 | 8.3
C/C(=C\c1ccccc1)C(=O)NCCN1CCOCC1 | 3.8 | -35.0

# (continued)
canonical_smiles | LGR2 inh | PAX8 reporter | FN deposit inh
O=C1NC2(CCCCCC2)C(=O)N1Cc1ccc([N+](=O)[O-])cc1 | 11.5 | 3.4 | -3.0
Cc1cc(C)cc(N2C(=O)CN(Cc3sccc3C)C2=S)c1 | 2.9 | 14.9 | -1.9
O=c1c2cccnc2[nH]c(=S)n1Cc1ccccc1 | -5.9 | 5.6 | 11.5
O=c1c(Cl)c(Nc2cccc(Cl)c2)cnn1-c1nc2ccccc2s1 | 14.2 | -120.7 | -2.6
O=C(Nc1ccc(F)c(Cl)c1)Nc1ccc(Cl)cn1 | -14.5 | -31.1 | -2.7
O=C(Nc1ccc(Cl)cc1C(F)(F)F)C(Sc1nnc(-c2cccs2)o1)c1ccccc1 (stereo not drawn) | 0.8 | -8.5 | -0.7
CCC(CC)NC(=O)c1ccc(Cl)cc1 | 33.8 | -17.3 | 1.1
CC(C)[C@H](NS(=O)(=O)c1ccccc1)C(=O)OCC(=O)Nc1ccc2c(c1)OCO2 | 9.5 | -16.8 | 0.7
CSc1ccccc1NC(=O)Cc1ccc(Br)cc1 | -20.2 | 0.5 | -1.4
CCCNC(=S)Nc1ccc(Cl)cc1C | -3.0 | 2.1 | -0.3
C(=N\Nc1nnnn1-c1ccccc1)/c1ccncc1 | 8.6 | -14.5 | 8.6
O=C1c2ccccc2NC(c2cn[nH]c2-c2ccc(Cl)cc2)N1O (stereo not drawn) | 0.0 | 8.0 | 3.4
CCNC(=S)NS(=O)(=O)c1ccc(C)cc1 | 17.3 | 1.8 | 4.6
CCN(CC)c1ccc(/C=N/OCC(=O)Nc2cccc(C)c2)cc1 | -3.7 | -50.0 | -4.6
CCOC(=O)c1c(NC(=O)C(C)Sc2cccc[n+]2[O-])sc2c1CCN(Cc1ccccc1)C2 (stereo not drawn) | -13.7 | 7.1 | 2.5
Cc1ccc(NC(=O)CN2C(=O)NC(Cc3c[nH]c4ccccc34)C2=O)cc1S(=O)(=O)N1CCCCC1 (stereo not drawn) | 19.3 | 19.9 | 8.2
CCOC(=O)CNC(=O)/C=C/c1c(Cl)cccc1Cl | -8.8 | -12.9 | 1.7
CCOC(=O)Cn1c(=NC(=O)c2cccs2)sc2cc(C(=O)OC)ccc21 | -15.4 | -9.6 | -11.0
Cc1c(N=C2NC(=O)/C(=C/c3ccc(O)cc3)S2)c(=O)n(-c2ccccc2)n1C | -7.2 | -16.3 | 1.9
Cc1ccc(C(C)C)c(OCC(=O)NNC(=O)C(C(C)C)N2C(=O)c3ccccc3C2=O)c1 (stereo not drawn) | 7.8 | 1.0 | -3.4
COC(=O)c1ccccc1NC(=O)Cn1c(=O)n(Cc2ccccc2)c(=O)c2c(C)c(C)sc21 | -14.8 | -14.5 | 0.3
Fc1ccccc1CNC(=S)Nc1ccc(Cl)cc1 | -13.9 | -12.3 | 2.2
CCOC(=O)c1c(/N=C/C2=C(O)CCCC2=O)sc(C)c1C | -15.5 | -7.3 | -2.3
O=C(c1ccccc1[N+](=O)[O-])N1CCCN(C(=O)c2ccccc2[N+](=O)[O-])CC1 | -16.6 | 5.6 | 3.8
O=C(NNc1ccc([N+](=O)[O-])cc1)C1C2CCCCC21 (stereo not drawn) | 1.0 | -10.9 | -6.5
COc1ccc(Nc2c3c(nc4c(-c5ccccc5)c(C)nn24)CCC3)cc1 | 4.0 | -29.8 | -7.6
COc1ccc(-c2cc(-c3n[nH]c(=S)n3-c3ccccc3OC)[nH]n2)cc1 | -4.3 | -3.8 | -3.0
O=C(N/N=C/c1cccn1-c1cccc(C(=O)O)c1)Nc1ccccc1 | 5.0 | 6.5 | -0.5
CC1(C)CC2CC(C)(CN2c2ncnc3ccc(Br)cc23)C1 (stereo not drawn) | -3.0 | 15.3 | -5.1
O=C(Nc1nnc(-c2ccc(F)cc2)s1)C1CCN(S(=O)(=O)c2ccc(Cl)cc2)CC1 | 4.7 | 13.8 | 0.7

# The list goes on:
canonical_smiles | LGR2 inh | PAX8 reporter | FN deposit inh
O=C(/C=C/c1ccco1)NCC1(c2ccccc2)CCCC1 | 13.9 | 5.4 | 0.4
Cc1ccc(-n2c(-c3nn(C)cc3Cl)n[nH]c2=S)cc1 | 4.3 | -6.3 | 8.7
Cc1cc(C)c(/C=N/n2c(C)cc(C)c(C#N)c2=O)c(C)c1 | -13.7 | 1.1 | 2.6
CCCNS(=O)(=O)c1ccc(N2CCCC2=O)c([N+](=O)[O-])c1 | 11.0 | 1.2 | 6.4
COc1cc(NC(=S)N2CCN(C/C=C/c3ccccc3)CC2)cc(OC)c1 | 11.2 | -11.7 | -1.9
COC(=O)c1ccc(OC(=O)CCN2c3ccccc3Sc3ccccc32)cc1 | 8.3 | -2.5 | 0.1
